# Screening results: PubChem BioAssay, National Center for Advancing Translational Sciences (NCATS)
# MBNL1 CUG block: qHTS Assay for Inhibitors of MBNL1-poly(CUG) RNA binding; Muscleblind-like protein 1 (Homo sapiens), Q9NR56; TR-FRET MBNL1-His/biotin-(CUG)12 binding, 665/545 ratio; Potency, µM (highest dose often 57.5 µM), inactives show at the highest dose activity change, negative = inhibition, most hits filed as inhibitors; 280,000 compounds, 0.036% hits; AID 2675, 2010; active means well fitted inhibition curve with a large enough effect in the signal ratio, with a control signal flat, not every such curve was filed as active; inconclusive means small, poorly fitted or top-dose-only effect, or effect the other way, or a change in a side signal; inactive means no such curve, though single readings can be large or run the other way; the % refers to the signal ratio; further: potency means the concentration at half of the fitted maximal effect; on the % scale 0 is the no-effect control and ±100 the full control effect
#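 Compound titration spanned 92 nM–58 uM against the MBNL1-His/biotin-(CUG)12 complex. After 60 min at room temperature with 5 nM streptavidin-XL665 and 0.055 ng/ul terbium anti-His, ratiometric 665/545 nm emission (Ex 340 nm) normalized to controls.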
# Rab9 prom act: qHTS Assay for Rab9 Promoter Activators | Huh7 Rab9 promoter-luciferase reporter, luminescence, 24 h | Potency, µM (top dose mostly 9.22 µM), without a hit: top-dose activation, negative = inhibition, actives largely listed as activators | 320,000 compounds, 2.8% hits; further: potency means the concentration at half of the fitted maximal effect; % of control where 0% means no effect; nearly all actives have a fitted effect of over 60% in size
#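 Cells were plated at 1500 per well in reduced-serum medium with 10% FBS and left 2 h. Compound in DMSO was then added for 24 h at 37 °C. Reporter signal was read by luminescence after 10 min with luciferase detection reagent.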
# KCNH2 3.1 inh: qHTS for Inhibitors of KCHN2 3.1: Mutant qHTS | Potassium voltage-gated channel subfamily H member 2, brain isoform KCNH2 3.1 (human) | U2OS KCNH2 3.1, thallium flux FluxOr; active compounds read low | activity change, % (tested at about 1.8 µM) | 340,000 compounds, 0.95% hits | AID 720553, 2013;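 active means maximum activity change below -70%; inconclusive means maximum activity change from -70% to -50%; inactive means maximum activity change above -50%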;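 further: thallium influx rate constant from kinetic fluorescence after stimulation buffer; on the % scale 0 is the no-effect control and ±100 the full control effect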
#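 Thallium flux read-out: FluxOr dye with Red40 quencher in HBSS/HEPES, 45 min at RT. Rate constants from kinetic reads were normalized to positive and negative DMSO controls. Cells: U2OS virally expressing the 3.1 isoform.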
# RORgamma inh: qHTS for inhibitors of ROR gamma transcriptional activity; Drosophila S2 Gal4-RORgamma UAS-luciferase reporter, 20 h; Potency, µM (highest dose often 53.6 µM), without a hit: top-dose activity change, negative = inhibition, hits mostly inhibitors; 310,000 compounds, 5.4% hits; AID 2551, 2010; further: potency means the concentration at half of the fitted maximal effect; on the % scale 0 is the no-effect control and ±100 the full control effect; nearly all actives have a fitted effect of over 60% in size
# Target sequence (P51450 whole entry, looked up, the tested form may be a part): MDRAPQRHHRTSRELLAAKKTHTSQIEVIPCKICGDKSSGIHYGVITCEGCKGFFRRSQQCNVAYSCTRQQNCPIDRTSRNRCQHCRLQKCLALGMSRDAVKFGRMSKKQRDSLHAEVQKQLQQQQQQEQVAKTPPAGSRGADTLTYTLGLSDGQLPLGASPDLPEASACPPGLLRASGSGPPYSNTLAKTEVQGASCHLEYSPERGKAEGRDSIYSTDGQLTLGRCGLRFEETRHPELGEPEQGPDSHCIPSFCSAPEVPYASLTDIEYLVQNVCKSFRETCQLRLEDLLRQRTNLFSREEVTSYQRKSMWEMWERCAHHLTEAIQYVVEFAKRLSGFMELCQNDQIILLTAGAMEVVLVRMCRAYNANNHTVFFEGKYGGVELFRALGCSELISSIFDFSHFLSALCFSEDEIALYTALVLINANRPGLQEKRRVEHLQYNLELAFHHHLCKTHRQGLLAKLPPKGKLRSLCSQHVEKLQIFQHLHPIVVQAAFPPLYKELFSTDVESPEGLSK
#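 Luciferase reporter read in Schneider cells carrying Gal4-RORγ (mouse) and UAS-Photinus luciferase; cells given compound 1 h before 700 uM copper sulfate induction, then incubated 20 h at ambient temperature.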
# Mito fusion yeast: qHTS Assay for Small Molecule Inhibitors of Mitochondrial Division or Activators of Mitochondrial Fusion; S. cerevisiae fusion-defective mutant growth rescue, CellTiterGlo 48 h; Potency, µM (top dose mostly 46.1 µM), without a hit: at the highest dose growth rescue (activation), usual class: activators; 320,000 compounds, 0.23% hits; AID 485298, 2010;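 further: potency means the concentration at half of the fitted maximal effect; % of control where 0% means no effect; nearly all actives have a fitted effect of over 45% in size; temperature-sensitive fusion mutants such as fzo1-1 at 37 °C on non-fermentable ethanol glycerol medium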
#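 Luminescent cell viability in 1536-well qHTS format served as the measure of rescued growth in ts fusion-mutant S. cerevisiae cultured on non-fermentable YPEG for 48 hours at 37C.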
# VP16 counter: VP16 counterscreen qHTS for inhibitors of ROR gamma transcriptional activity; Drosophila S2 Gal4-VP16 UAS-luciferase, luminescence, 20 h; Potency, µM (highest dose often 53.6 µM), for the others: at the highest dose activity, negative = inhibition, most hits filed as inhibitors; 310,000 compounds, 3.5% hits; AID 2546, 2010;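 further: Gal4-VP16 expression switched on by copper sulfate through the metallothionein promoter; potency means the concentration at half of the fitted maximal effect; on the % scale 0 is the no-effect control and ±100 the full control effect; nearly all actives have a fitted effect of over 50% in size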
# ELG1 repair inh: qHTS screen for small molecules that inhibit ELG1-dependent DNA repair in human embryonic kidney (HEK293T) cells expressing luciferase-tagged ELG1; 330,000 compounds, 2.3% hits; Potency, µM (highest dose often 46.1 µM), for the others: at the highest dose activity change, negative = inhibition, actives largely listed as inhibitors; HEK293T ELG1-luciferase reporter, luminescence, 16 h; DNA damage induced by 5-fluorouridine; further: potency means the concentration at half of the fitted maximal effect; on the % scale 0 is the no-effect control and ±100 the full control effect; nearly all actives have a fitted effect of over 55% in size
#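 Reporter activity after DNA damage by 5-fluorouridine is monitored. Compound-treated cells incubate 16 hr at 37 °C, then ONE-Glo is added for 30 min before luminescence reading.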
# PKM2 act: qHTS Assay for Activators of Human Muscle isoform 2 Pyruvate Kinase; Potency, µM (titrated, usually from 57.5 µM), for inactives: at the highest dose activation, most hits filed as activators; 260,000 compounds, 0.34% hits; Pyruvate kinase PKM (Homo sapiens), P14618; AID 1631, 2009; purified PKM2, Kinase-Glo ATP luminescence, activation; response scale: 0% is enzyme alone, no compound; further: potency means the concentration at half of the fitted maximal effect; on the % scale 0 is the no-effect control and ±100 the full control effect; nearly all actives have a fitted effect of over 55% in size
#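 Purified hPK-M2 (>95% pure) converted ADP (0.1 mM final) to ATP with 0.5 mM PEP in 50 mM imidazole pH7.2, KCl, MgCl2, Tween 20, BSA; 1 h at room temperature. ATP detected by Kinase-Glo luminescence.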
# NPC1 prom act: qHTS Assay for NPC1 Promoter Activators; Huh7 NPC1 promoter luciferase reporter, 24 h; Potency, µM (series often up to 9.22 µM), without a hit: top-dose activation, most hits filed as activators; 320,000 compounds, 2.4% hits;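 further: potency means the concentration at half of the fitted maximal effect; % of control where 0% means no effect; nearly all actives have a fitted effect of over 60% in size; reporter is driven by a mutant NPC1 promoter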
#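 Compounds in DMSO were transferred onto Huh7 NPC1-luciferase reporter cells pre-incubated 2 h; after 24 h at 37 °C, Amplite reagent was dispensed and luminescence recorded 10 min later.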
# FLuc modulator: qHTS profiling assay for firefly luciferase inhibitor/activator using purifed enzyme and Km concentrations of substrates (counterscreen for miR-21 project). 360,000 compounds, 6.9% hits. purified FLuc, Km substrates, luminescence inhibition. Luciferin 4-monooxygenase (Photinus pyralis), P08659. Potency, µM (doses to about 57.5 µM), for inactives: at the highest dose activity change, negative = inhibition, actives largely listed as inhibitors;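 further: potency means the concentration at half of the fitted maximal effect; plate controls were vehicle for no effect and reference inhibitor for full effect; nearly all actives have a fitted effect of over 55% in size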
# Target sequence (P08659 whole entry, looked up): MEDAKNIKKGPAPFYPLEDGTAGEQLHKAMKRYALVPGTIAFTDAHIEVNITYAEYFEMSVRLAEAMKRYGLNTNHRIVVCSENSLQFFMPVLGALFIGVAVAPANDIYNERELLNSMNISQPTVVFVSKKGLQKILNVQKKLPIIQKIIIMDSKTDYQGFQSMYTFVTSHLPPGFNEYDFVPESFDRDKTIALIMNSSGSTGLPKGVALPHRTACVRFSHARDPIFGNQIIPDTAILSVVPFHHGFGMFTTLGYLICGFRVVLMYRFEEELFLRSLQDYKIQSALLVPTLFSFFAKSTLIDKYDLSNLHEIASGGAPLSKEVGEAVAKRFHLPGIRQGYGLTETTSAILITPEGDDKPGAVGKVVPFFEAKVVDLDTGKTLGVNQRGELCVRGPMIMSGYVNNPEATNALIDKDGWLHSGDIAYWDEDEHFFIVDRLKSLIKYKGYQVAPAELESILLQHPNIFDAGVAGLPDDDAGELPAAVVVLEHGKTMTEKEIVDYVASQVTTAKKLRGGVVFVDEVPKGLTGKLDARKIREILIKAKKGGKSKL
#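 Purified P. pyralis luciferase, 10 nM final, with Km-level 10 uM D-luciferin and 10 uM ATP in 50 mM Tris acetate pH 7.5, 10 mM Mg acetate, 0.01% Tween-20, 0.05% BSA; 6-point qHTS titration about 60 µM downward; luminescence read.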
# Menin MLL FP TR: qHTS Assay for Inhibitors Targeting the Menin-MLL Interaction in MLL Related Leukemias: Competition With Texas Red Labeled MLL-derived Mutant Peptide; Menin + Texas Red MLL mutant peptide, fluorescence polarization; Potency, µM (series often up to 61.6 µM), inactives show top-dose FP activity change, negative = inhibition, usual class: inhibitors; 270,000 compounds, 0.23% hits; active means well fitted inhibition curve with a large enough effect in the polarisation, with a control signal flat, not every such curve was filed as active; inconclusive means small, poorly fitted or top-dose-only effect, or effect the other way, or a change in a side signal; inactive means no such curve, though single readings can be large or run the other way; the % refers to the polarisation; further: potency means the concentration at half of the fitted maximal effect; % of control where 0% means no effect; many of its hits are not listed in these tables
# Numbers without * were called inactive; u = inconclusive; x = not tested or not shown; [ ] = dose if it differs, or a comment. Unless noted, the call rests on the fitted dose curve; in most records, active means well fitted curve in the direction sought with a large enough effect; inconclusive means small, poorly fitted or top-dose-only effect, or another doubt; inactive means no such curve, though single readings can be large; an effect the other way counts as inactive or inconclusive. An excerpt; the hit share may differ from the screen's.
SMILES,MBNL1 CUG block,Rab9 prom act,KCNH2 3.1 inh,RORgamma inh,Mito fusion yeast,VP16 counter,ELG1 repair inh,PKM2 act,NPC1 prom act,FLuc modulator,Menin MLL FP TR
O=[N+]([O-])c1cccc(-c2n[nH]c(=S)n2Cc2ccccc2)c1,u,1%,2,7.1µM*,5%,u,21%,-13%,0%,-1%,16%
COCCN(C(=O)COC(=O)Cc1cccc(OC)c1)c1c(N)n(Cc2ccccc2)c(=O)[nH]c1=O,x,0%,8,x,0%,x,6%,x,0%,-1%,x
CC(=O)c1ccc(N=C2NC(=O)C(CO)(CO)S2)cc1,-2%,-2%,-1,6%,3%,1%,27%,x,2%,1%,3%
CC(=O)Oc1ccc(C(=O)O)cc1OC(C)=O,-8%,-40%[inhibitor],6,-4%,-7%,-2%,5%,-2%,-2%,-3%,-13%
COc1ccc(NC(=O)NCCCN2CCN(c3ccccc3F)CC2)cc1,-8%,1%,-40,-7%,-1%,2%,1%,-8%,-4%,0%,x
CCOc1ccc(C(=O)OCC(=O)NC(C)C)cc1,-4%,-6%,26,13%,7%,2%,13%,6%,-4%,4%,23%
Cc1nc(-c2ccccc2Cl)sc1C(=O)/C=C/N(C)C,38%[activator],1.8µM*,0,23%,-1%,15%,u,-1%,3.2µM*,17µM*,-14%
Clc1ccc(C2CC(c3ccccc3)Nc3ncnn32)cc1 (stereo unspecified),-4%,1%,17,-41%,5%,-20%,4%,-2%,0%,3%,1%
COc1ccccc1NC(=O)c1sc2nc(N3CCOCC3)c3c(c2c1N)CCCC3,-6%,8%,x,u,-5%,u,0%,7%,5%,-14%,x
COc1cc(CNCc2ccccc2)cc(Cl)c1OC,-3%,2%,5,-2%,2%,7%[10 µM],9%,-3%,-4%,-2%,-14%
COc1ccc(NC(=O)c2ccccc2Oc2ccccc2)c(OC)c1,-10%,-5%,0,-12%,-3%,1%,-9%,-11%,-1%,1%,u
CN(CC(=O)NCc1ccccn1)S(=O)(=O)c1ccc2ccccc2c1,-7%,-2%,9,29%,7%,-12%,0%,-2%,-1%,5%,0%
CC(=O)NC(CC(=O)N1CCN(C(C)=O)CC1)c1ccccc1 (stereo unspecified),-2%,-4%,-7,-5%,-2%,4%,17%,-12%,-3%,4%,x
CC(C)Nc1cc(C(C)(C)C)nc2c(-c3ccccc3)cnn12,-6%,2.8µM*,9,18%,12%,-10%,u,-1%,u,11µM*,x
Cc1noc(C)c1C(=O)OCC(=O)N(C)C1CCS(=O)(=O)C1 (stereo unspecified),-4%,-10%,0,12%,6%,-10%,u,-11%,2%,-1%,2%
NCCc1c(-c2ccccc2)n(-c2ccccc2)c2ccccc12,-8%,-4%,5,u,-3%,u,-13%,x,-2%,1%,u
CCCC(=O)Nc1cc(S(=O)(=O)N2CCCCC2)ccc1N1CCOCC1,x,-6%,11,x,0%,x,7%,x,-5%,0%,x
O=CN1CCN(C(=O)COc2ccc(Cl)cc2Br)CC1,-8%,-6%,-6,11%,-2%,-14%,10%,1%,-3%,-1%,0%
COCCN(C(=O)CSc1nnc(-c2ccccc2F)n1N)c1c(N)n(Cc2ccccc2)c(=O)[nH]c1=O,-8%,-4%,-18,-4%,-3%,0%,12%,2%,-4%,3%,x
Oc1sc(C=Nc2ccccc2)c2ccccc12,u,u,-9,u,16%,4%,u,-5%,u,6µM*,u
CN(C)C(CNc1ncnc2sccc12)c1ccccc1 (stereo unspecified),-15%,2%,4,10%,-1%,3%,-6%,-13%,-5%,-4%,11%
COCC1CCN(C(=O)c2cc(COc3ccccc3SC)on2)C1 (stereo unspecified),-4%,18%,-10,3%,-1%,16%,14%,-1%,11%,u,0%
CC1COc2ccccc2N1C(=O)c1cccnc1Cl (stereo unspecified),-7%,-2%,5,-11%,-8%,-11%,26%,-15%,10%,-1%,-6%
CCN(c1ccccc1)S(=O)(=O)c1cc(C(=O)NCc2ccccn2)ccc1C,x,-6%,5,x,10%,x,-4%,x,-1%,-2%,x
O=C(Nc1cccc(F)c1)NC1CCCc2ccccc21 (stereo unspecified),2%,1%,5,u,2%,-3%,-5%,-2%,-3%,-2%,27%
# Additional structures
SMILES,MBNL1 CUG block,Rab9 prom act,KCNH2 3.1 inh,RORgamma inh,Mito fusion yeast,VP16 counter,ELG1 repair inh,PKM2 act,NPC1 prom act,FLuc modulator,Menin MLL FP TR
FC(F)(F)c1ccccc1NC(=S)NN=C1CCCCCC1,4%,2%,-5,4.5µM*,5%,u,-8%,-18%,4%,u,2%
C=CCn1cc(Cl)cc(C(=O)Nc2ccccc2)c1=O,14%,-5%,-5,14%,10%,9%,24%,x,-3%,17µM*,23%
ClCCN1C2=NCCCN2c2ccccc21,-9%,0%,12,27%,-7%,3%,3%,-25%,-7%,1%,-7%
CCCCn1c(N)c(N(CCOC)C(=O)COC(=O)COc2c(C)cc(C)cc2C)c(=O)[nH]c1=O,x,-5%,1,x,-6%,x,20%,x,-2%,1%,x
Cc1cccc(OCC(=O)Nc2ccccc2C(F)(F)F)c1,-4%,-7%,-2,-5%,0%,-6%,u,4%,2%,u,-1%
Cc1ccccc1NC(=O)c1ccc(S(=O)(=O)N2CCCC2)cc1,-1%,-1%,-5,-12%,2%,-4%,-7%,2%,-3%,-1%,3%
CCc1ccc(C(O)(C(C)C)C(CN2CCOCC2)c2ccccc2)cc1 (stereo unspecified),-7%,0%,-5,31%,-15%,-23%,u,x,-3%,1%,u
COC(=O)c1cc(S(=O)(=O)NCC(C)c2ccccc2)cn1C (stereo unspecified),-4%,3%,11,11%,4%,-11%,2%,1%,1%,5%,0%
Cc1cc(C)c(NC(=O)CSCc2c(C)noc2C)c(C)c1,x,1%,15,x,0%,x,-7%,x,-1%,2%,x
CCOC(=O)CSc1nnc2c(n1)C1(C)CCC2C1(C)C (stereo unspecified),-9%,-3%,6,0%,2%,-12%,22%,0%,-1%,2%,-2%
O=C(COc1ccc(Br)cc1)Nc1ccc2c(c1)C(=O)NC2=O,1%,-5%,-4,-15%,6%,-13%,-9%,0%,-4%,-8%,13%

# A run of entries of the results above, for reference:
SMILES,MBNL1 CUG block,Rab9 prom act,KCNH2 3.1 inh,RORgamma inh,Mito fusion yeast,VP16 counter,ELG1 repair inh,PKM2 act,NPC1 prom act,FLuc modulator,Menin MLL FP TR
FC(F)(F)c1ccccc1NC(=S)NN=C1CCCCCC1,4%,2%,-5,4.5µM*,5%,u,-8%,-18%,4%,u,2%
C=CCn1cc(Cl)cc(C(=O)Nc2ccccc2)c1=O,14%,-5%,-5,14%,10%,9%,24%,x,-3%,17µM*,23%
ClCCN1C2=NCCCN2c2ccccc21,-9%,0%,12,27%,-7%,3%,3%,-25%,-7%,1%,-7%
CCCCn1c(N)c(N(CCOC)C(=O)COC(=O)COc2c(C)cc(C)cc2C)c(=O)[nH]c1=O,x,-5%,1,x,-6%,x,20%,x,-2%,1%,x
Cc1cccc(OCC(=O)Nc2ccccc2C(F)(F)F)c1,-4%,-7%,-2,-5%,0%,-6%,u,4%,2%,u,-1%
